Nrf2 inh = inhibitors of Nrf2 signaling; A549 ARE-Fluc reporter, luciferase luminescence, 18-24 h; 360,000 tested, 2.1% active; AID 504444; Potency, µM (doses to about 46 µM), inactives show at the highest dose activity change, negative = inhibition, actives largely listed as inhibitors; note: potency is the fitted concentration of half-maximal effect; % is set by controls: 0 for no effect and ±100 for the full control effect; nearly all actives have a fitted effect of over 60% in size
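Nrf2 function is reported as luminescence of an ARE-controlled luciferase in A549 cells. Compounds were tested at several concentrations, and a CellTiter-Fluor read on the same wells flagged cytotoxicity.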
pAkt inh = Akt phosphorylation inhibition. Neuro2A IGF-stimulated pAkt S473 HTRF, 20 min; hits give low values. activity change, % for hits at 50 µM. 360,000 tested, 0.32% active; in the data active = activity change below about -80%; inconclusive = mostly about -51% to -80%; note: % is set by controls: 0 for no effect and ±100 for the full control effect
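Single-point screen (50 µM final compound) in Neuro2A cells stimulated 20 min with 6 nM IGF at 37 deg C. After lysis, Ser473-phosphorylated Akt read by HTRF (ex 330 nm, em 615/665 nm) as the 665/615 ratio.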
Nrf2 activator = activates Nrf2 signaling. 410,000 tested, 0.31% active. AREc32 ARE-luciferase reporter (MCF7-derived line), luminescence, 24 h. Potency, µM (top dose mostly 46.1 µM), without a hit: at the top dose activation, hits mostly activators; note: potency is the fitted concentration of half-maximal effect; % of control where 0% means no effect; nearly all actives have a fitted effect of over 65% in size
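ARE activation measured as luciferase luminescence (Steady-Glo, 30 min RT) in AREc32_Fluc cells after 24 hr compound exposure at 37 deg C, 5% CO2; cells seeded overnight at 1000/well in OPTI-MEM, 5% FBS.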
Mm-Cpn inhibitor = inhibitors of Methanococcus maripaludis chaperonin (MmCpn); purified Mm-Cpn ATPase, ADP Transcreener TR-FRET; 330,000 tested, 0.031% active; AID 504842; Potency, µM (titrated, usually from 76.9 µM), inactives show top-dose activity, negative = inhibition, actives largely listed as inhibitors; note: potency is the fitted concentration of half-maximal effect; % is set by controls: 0 for no effect and ±100 for the full control effect; nearly all actives have a fitted effect of over 80% in size
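Inhibition of chaperonin ATP hydrolysis is measured as reduced ADP production, detected by competitive TR-FRET in which signal falls with ADP. Final enzyme 25 nM and ATP 10 uM, reacted 30 min at 37°C.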
TGFb SMAD3 inh = TGF-b pathway inhibition. HepG2 CAGA-GFP TGF-b/SMAD3 reporter, GFP fluorescence, 18 h; TGF-beta stimulated, 500 pg/mL final. Potency, µM (doses to about 46.1 µM), without a hit: at the highest dose activity, negative = inhibition, most hits filed as inhibitors. 410,000 tested, 1.2% active; note: potency is the fitted concentration of half-maximal effect; % is set by controls: 0 for no effect and ±100 for the full control effect; nearly all actives have a fitted effect of over 65% in size
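Cell-based qHTS in HEPG2 carrying a CAGA-GFP Smad reporter; compounds added before 500 pg/mL final TGF-beta, 18 h incubation at 37 degrees C, GFP fluorescence quantified per cell by imaging cytometry.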
S2 tox = reduces viability in counter-screen for ATXN expression inhibitors. S2 cells (HEK-293 line with an ATXN2-luciferase reporter) viability, CellTiter-Fluor protease fluorescence, 24 h. Potency, µM (highest dose often 56.7 µM), usual class: cytotoxic. 400,000 tested, 0.49% active; note: potency is the fitted concentration of half-maximal effect; nearly all actives have a fitted effect of over 40% in size
A549 tox = A549 cytotoxicity, counter-screen for Nrf2 inhibitors; A549 ARE-Fluc cells, CellTiter-Fluor viability, 18-24 h; Potency, µM (titrated, usually from 46 µM), for the others: at the highest dose activity change, negative = cytotoxicity, usual class: inhibitors; 390,000 tested, 0.16% active; AID 504648; note: potency is the fitted concentration of half-maximal effect; % is set by controls: 0 for no effect and ±100 for the full control effect
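A549 ARE-Fluc cells in 5% FBS OPTI-MEM, 5000 cells/well, rested 2 h then exposed to compounds in concentration-response for 18-24 h at 37 °C. Viability by CellTiter-Fluor fluorescence (Ex 405/Em 525) after 30 min; luciferase luminescence (BugLite, 15 min, RT) read afterwards.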
HepG2 viability = HepG2 cytotoxicity, counter-screen for TGF-b inhibitors. HepG2 CAGA-GFP viability, ATP luminescence, 18 h. 410,000 tested, 0.76% active. AID 588856. Potency, µM (top dose mostly 46.1 µM), without a hit: at the top dose activity change, negative = cytotoxicity, actives largely listed as cytotoxic; note: potency is the fitted concentration of half-maximal effect; some results filed as inactive show a strong effect at the top dose
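CellTiter-Glo luminescence gave cytotoxicity after 18 hours at 37 degrees C. The cells were HepG2 CAGA-GFP in 1% FBS DMEM, stimulated with 500 pg/mL TGF-beta after compound addition. %Activity was normalised to no-cell wells (complete cell-killing) and DMSO (no toxicity), and curves were fitted and classified.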
CCT chaperon mod = changes cytosolic chaperonin activity; purified chaperonin ATPase assay, HTRF ADP detection, 30 min; 360,000 tested, 0.3% active; activity change, % (test concentration not listed), hits read low; in the data active = activity change below about -30%; note: % is set by controls: 0 for no effect and ±100 for the full control effect
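TRiC (40 or 20 nM final, by batch activity) in 30 mM Tris pH 7.4, 100 mM KCl, 5 mM MgCl2, 1 mM DTT was treated with compound at 76 uM single dose, then 10 uM ATP, 30 min at 37 °C. ADP was read by HTRF Transcreener.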
An asterisk follows results filed as active; i = inactive; ? = inconclusive; / = no result given; [ ] = dose if it differs, or a comment. Unless noted, calls come from the whole dose curve; as a rule, active = well fitted curve in the direction sought with a large enough effect; inconclusive = small, poorly fitted or top-dose-only effect, or another doubt; inactive = no such curve, though single readings can be large; an effect the other way counts as inactive or inconclusive.

SMILES | Nrf2 inh | pAkt inh | Nrf2 activator | Mm-Cpn inhibitor | TGFb SMAD3 inh | S2 tox | A549 tox | HepG2 viability | CCT chaperon mod
COc1ccc(C(=O)Nc2ccc3c(c2)Cc2ccccc2-3)cc1 | -12% | i | -0.1% | -4% | -1% | i | ? | -10% | -0.6
COc1ccc(-c2nc3cc(NC(=O)c4cc5ccccc5o4)ccc3o2)cc1 | -2% | / | 0.4% | / | 1% | ? | -2% | -5% | /
CCc1ccccc1NC(=O)CN(C)S(=O)(=O)c1cccc2nsnc12 | -18% | / | -1.0% | / | -19% | i | 12% | 1% | /
O=S(=O)(NCCc1csc2nc(-c3ccccc3)nn12)c1cccs1 | / | / | 1.9% | / | ? | / | -6% | -22% | /
COc1cc(NC(=O)C2C3C=CC(C3)C2C(=O)O)c(OC)cc1Cl (configuration not stated) | 6% | i | 0.4% | 0% | -12% | i | -2% | -18% | -0.2
COc1ccc(CC(=O)N/N=C(\C)CC(=O)Nc2ccc(N(C)C)cc2)cc1OC | -10% | i | 0.2% | 0% | 9% | i | 4% | -7% | -4.5
Cc1oc(-c2ccc3c(c2)OCCO3)cc1C(=O)NC(CCC(=O)O)C(=O)O (configuration not stated) | ? | i | -0.5% | 0% | -25% | i | -1% | -1% | -1.0
COc1ccc(OC)c(NCCN2C(=O)c3ccccc3C2=O)c1 | / | i | 0.0% | / | -11% | i | / | -50% | -0.8
O=C(COC(=O)c1ccc(S(=O)(=O)N2CCOCC2)cc1)NC1CCCC1 | 4% | i | 0.3% | -2% | -19% | i | -2% | -38% | -1.8
Cc1ccc(S(=O)(=O)N2CC=C(C(=O)NC3CCCC3)CC2)cc1 | -3% | i | -0.1% | 2% | -1% | i | -12% | 0% | -9.3
Cc1ccc2nc(N(CCN(C)C)C(=O)c3ccc4c(c3)OCCO4)sc2c1 | 15% | i | 0.0% | 0% | -4% | i | 9% | -17% | -0.8
COc1cccc(C(=O)Nc2cccc(C(=O)NC3=NN(c4c(Cl)cc(Cl)cc4Cl)C(=O)C3)c2)c1 | ? | i | 0.3% | 2% | -13% | i | 2% | -29% | -0.9
CCCc1ccc(Oc2cn[nH]c2-c2ccc(O)c(C)c2O)cc1 | -15% | i | 2.1% | 4% | ? | ? | -4% | -76% | -0.2
CCN(CC)C(=O)c1ccc2nc([C@@H]3O[C@H](CO)[C@H](O)[C@H](O)[C@H]3O)[nH]c2c1 | / | i | -0.3%[9.22 µM] | / | -8% | i | / | 1% | -0.5
Cc1cccc(C)c1N1CCN(c2n[nH]c(N)n2)CC1 | -10% | i | -0.6% | -2% | 2% | i | -1% | 4% | -5.9
CC(C)(C)c1ccc(C(=O)NCC(=O)OCc2cc(=O)n3nc(C4CC4)sc3n2)cc1 | -2% | / | 1.0% | / | -27% | i | 1% | -10% | /
COC(=O)CN(C#N)c1nc(NC(C)C)nc(NC(C)C)n1 | -6% | i | -0.9% | 0% | 18% | i | -1% | 15% | -0.4
O=S(=O)(Nc1ccccn1)c1ccc(Cl)cc1 | ? | i | -0.1% | 1% | -13% | i | / | -3% | 0.5
Nc1c2c(nn1-c1ccc(F)cc1)CSC2 | 4% | i | -0.1% | -7% | -3% | i | 2% | -8% | -1.4
CCn1cc(C(=O)NCC2CCCO2)c(=O)c2cc(S(=O)(=O)N3CCCCCC3)ccc21 (configuration not stated) | -7% | i | -2.0% | 2% | 10% | i | 0% | -24% | 1.2

Random excerpt: 5 compounds from above
SMILES | Nrf2 inh | pAkt inh | Nrf2 activator | Mm-Cpn inhibitor | TGFb SMAD3 inh | S2 tox | A549 tox | HepG2 viability | CCT chaperon mod
COC(=O)CN(C#N)c1nc(NC(C)C)nc(NC(C)C)n1 | -6% | i | -0.9% | 0% | 18% | i | -1% | 15% | -0.4
Cc1oc(-c2ccc3c(c2)OCCO3)cc1C(=O)NC(CCC(=O)O)C(=O)O (configuration not stated) | ? | i | -0.5% | 0% | -25% | i | -1% | -1% | -1.0
COc1ccc(CC(=O)N/N=C(\C)CC(=O)Nc2ccc(N(C)C)cc2)cc1OC | -10% | i | 0.2% | 0% | 9% | i | 4% | -7% | -4.5
COc1ccc(C(=O)Nc2ccc3c(c2)Cc2ccccc2-3)cc1 | -12% | i | -0.1% | -4% | -1% | i | ? | -10% | -0.6
COc1cccc(C(=O)Nc2cccc(C(=O)NC3=NN(c4c(Cl)cc(Cl)cc4Cl)C(=O)C3)c2)c1 | ? | i | 0.3% | 2% | -13% | i | 2% | -29% | -0.9

The list continues:
SMILES | Nrf2 inh | pAkt inh | Nrf2 activator | Mm-Cpn inhibitor | TGFb SMAD3 inh | S2 tox | A549 tox | HepG2 viability | CCT chaperon mod
O=C(Cn1ccc(NC(=O)OCc2ccccc2)nc1=O)NCC1CCCO1 (configuration not stated) | 10% | i | -0.3% | 2% | 15% | i | 4% | -4% | -4.1
Cc1cccc(C(=O)N2CCc3cc(CNC(=O)CSc4ccccc4)ccc32)c1 | / | / | 0.3% | / | 43%[activator] | / | -17% | 16% | /
COCC1=C(C(=O)OC(C)OC(=O)OC(C)C)N2C(=O)[C@@H](NC(=O)/C(=N\OC)c3csc(N)n3)[C@H]2SC1 (some centres not stated) | 3% | i | 0.1% | / | 3% | i | 0% | -16% | -0.7
Cn1c2ccccc2n2c(=O)c(Cl)c(-c3ccccc3)c(C#N)c12 | 6% | i | 4.5% | -2% | 3% | i | -14% | -17% | -0.1
O=C(Nc1ccccc1)c1cc(C2CCCCN2S(=O)(=O)c2cccs2)on1 (configuration not stated) | / | i | 6.2% | / | 12% | i | / | -17% | -0.3
CCCN1CCN(C(=O)c2oc3ccccc3c2NC(=O)COc2ccc(OC)cc2)CC1 | ? | / | -0.8% | -2% | 15% | i | ? | 5% | -2.7
O=C(O)C1CCCN(S(=O)(=O)c2ccccc2[N+](=O)[O-])C1 (configuration not stated) | -5% | i | -0.2%[9.22 µM] | 0% | 21% | i | -11% | -1% | 1.0
NC(=O)C1CCN(C(=O)CN(c2cccc(Cl)c2)S(=O)(=O)c2ccccc2)CC1 | ? | i | 0.1% | -4% | -8% | i | -4% | -6% | 0.3
Cc1ccc(NC(=O)OCCN2CCN(Cc3ccccc3)CCC2=O)cc1 | 8% | i | 0.4% | 0% | -23% | i | 1% | -10% | -1.9
CCCSc1nsc(N)n1 | 8% | i | 0.2% | 1% | -18% | i | -3% | 59% | -1.4
O=C(Nc1ccc(F)cc1)C1CCCO1 (configuration not stated) | 5% | i | 0.1% | -5% | -2% | i | 4% | -8% | 0.9
COc1cc(NC2c3ccccc3C(=O)N2Cc2ccccc2Cl)cc(OC)c1OC (configuration not stated) | -4% | i | -0.7% | -3% | -7% | i | 1% | -8% | 0.2
CCNC(=S)N/N=C(\C)c1ccc2ccccc2c1OC(F)F | -24% | i | 5.8% | 3% | ? | ? | ? | -13% | -2.3
COCOCCn1cc(CN2CCS(=O)(=O)N(Cc3ccc(-c4ccc(F)cc4)cc3)C(C(C)C)C2=O)nn1 (configuration not stated) | / | i | 3.3% | / | ? | i | / | -28% | -1.1
CC(C)(C)c1ccc(S(=O)(=O)Nc2cccnc2)cc1 | / | i | -0.4% | 1% | 2% | i | -1% | -25% | -0.3
C=CCOC(=O)C(=O)/C=C/c1c(C)n(C)n(-c2ccccc2)c1=O | 6% | i | 0.4% | / | 26% | i | 5% | -3% | -0.3
Clc1cccc(-c2nc3c4ccccc4ccn3c2CC2CCCCC2)c1 | / | i | 9.1% | / | 1% | i | / | 5% | 0.1
Nc1c(-c2nc(-c3ccccc3)no2)nnn1CC(=O)Nc1ccccc1 | 7%[9.27 µM] | / | 0.3% | / | / | / | 0% | -3% | /
CCc1cccc(NC(=O)Cn2c(C(=O)OC)cc3occc32)c1 | 5% | / | 1.1% | / | -14% | i | -3% | -112% | /
COc1cc(/C=C/C(=O)OCC(=O)NC(=O)C2COc3ccccc3O2)ccc1OC(F)F (configuration not stated) | -7% | i | 0.8% | -1% | 25% | i | -3% | 8% | -3.6
CCOc1ccc(N2C(=O)CC(N(CCc3ccc(S(N)(=O)=O)cc3)C(C)=O)C2=O)cc1 (configuration not stated) | -2% | i | 0.1% | 3% | 1% | i | -1% | 2% | -1.1
COc1cccc(C(=O)Nc2ccc3c(cc2=O)[C@@H](NC(C)=O)CCc2cc(OC)c(OC)c(OC)c2-3)c1 | ? | i | 0.3% | -2% | ? | i | ? | -20% | 0.7
COc1ccc(NC(=O)Cn2cc(C(=O)c3ccccc3OC)c(=O)c3ccc(C)nc32)cc1OC | -6% | / | 8.1% | / | -16% | ? | -23% | -11% | /
COC(=O)Cc1ccc(OCC(=O)NC2CCCC2)cc1 | 10% | i | -0.2% | 1% | 0% | i | -8% | 7% | 0.8
COc1ccccc1N1CCN(/N=C/C=C/c2ccccc2[N+](=O)[O-])CC1 | -1% | i | 3.7% | 1% | 8% | i | -7% | -23% | -0.6
CC(=O)Nc1ccc(NC(=O)C(C)OC(=O)CNS(=O)(=O)c2cccc(Cl)c2)cc1 (configuration not stated) | 14% | i | -0.9% | -1% | 16% | i | -3% | 2% | 1.4
Cc1cc(C)c2[nH]c(=S)cc(C)c2c1 | 4% | i | -0.3% | -2% | 3% | i | -7% | -27% | -2.2
Cc1c(C(=O)OCC(=O)N(C)CC(=O)Nc2ccc(F)cc2)oc2ccccc12 | ? | i | 0.1% | -8% | -21% | i | 17% | -3% | -0.6

Compound activity from PubChem.
